Bioassay records deposited in PubChem by several laboratories.
GC-B act – GC-B (human) receptor activation | P20594 | HEK293-GC-B cells, CNP EC30, cGMP TR-FRET; 0% at EC30 CNP, 100% saturating CNP | activation, % at 10 µM | 370,000 compounds, 0.11% hits | AID 1920062;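 active = activation at 10 µM reaching about 35% in either raw or pattern-adjusted values, limit read from the data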
proKLK7 act – proKLK7 (human) activation, primary screen; P49862; purified proKLK7, EDANS-DABCYL substrate fluorescence; 100% is mature enzyme control, 0% vehicle; activation, % at 7 µM; 370,000 compounds, 0.9% hits; AID 652039;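 active = activation above the mean of all tested compounds plus 3 SD, computed per campaign excluding outliers beyond control limits, cut at about 13% in these data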
Tn6 DDE FP – disrupts Tn6 cyclic peptide binding to fibrin D-Dimer-E complex | Fibrin DD(E) TRITC-Tn6 fluorescence polarization displacement | inhibition, % at 8.3 µM | 370,000 compounds, 0.21% hits | AID 720509;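 active = inhibition above a per-campaign cutoff: mean of compounds within control limits plus 3 SD, cut at about 15% in these data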;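 note: 0% = median of all compound wells on the plate and 100% = blocking peptide control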
rCAG binder – r(CAG) repeat RNA binding. TO-PRO-1 dye displacement fluorescence. inhibition, % at 3 µM. 370,000 compounds, 1.3% hits. AID 651821;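 active = inhibition above the plate cutoff, the mean of all test compounds on that plate plus 3 SD, cut at about 35% in these data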;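 note: 0% = DMSO alone and 100% = 100 µM mitoxantrone as full dye displacement; higher means more dye released from RNA so lower well fluorescence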
FXN GAA850 act – increases GAA850 frataxin promoter reporter activity. HEK293 lucGAA850 FXN promoter luciferase reporter, 24 h; percent of 10 µM SAHA response. activation, % at 6 µM. 360,000 compounds, 0.56% hits. AID 540364;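 active = activation above the average of all compounds screened plus 3 SD, cutoff fixed separately per campaign, cut at about 7.5% in these data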;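 note: 0% = DMSO wells and 100% = 10 µM SAHA wells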
ASAP1 GAP inh – inhibitors of human ASAP1 ArfGAP activity; AID 624377; ASAP1-stimulated ARF1 GTP hydrolysis, GDP FP detection; inhibition, % at 16.5 µM; 360,000 compounds, 0.19% hits; in the data active = inhibition above about 25%;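 note: 0% = vehicle with enzyme and substrate and 100% = no enzyme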
sPLA2-III inh – Blocks human group III sPLA2 activity | inhibition, % at 12.2 µM | QFRET BODIPY PC-A2 liposome hydrolysis, fluorescence | 370,000 compounds, 0.56% hits | Q9NZ20;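 active = inhibition above mean plus 3 SD of compounds lying within the high and low control bounds, cut at about 19% in these data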;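 note: 0% = median of test compound wells and 100% = no enzyme DMSO wells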
Target sequence (Q9NZ20 whole entry, looked up): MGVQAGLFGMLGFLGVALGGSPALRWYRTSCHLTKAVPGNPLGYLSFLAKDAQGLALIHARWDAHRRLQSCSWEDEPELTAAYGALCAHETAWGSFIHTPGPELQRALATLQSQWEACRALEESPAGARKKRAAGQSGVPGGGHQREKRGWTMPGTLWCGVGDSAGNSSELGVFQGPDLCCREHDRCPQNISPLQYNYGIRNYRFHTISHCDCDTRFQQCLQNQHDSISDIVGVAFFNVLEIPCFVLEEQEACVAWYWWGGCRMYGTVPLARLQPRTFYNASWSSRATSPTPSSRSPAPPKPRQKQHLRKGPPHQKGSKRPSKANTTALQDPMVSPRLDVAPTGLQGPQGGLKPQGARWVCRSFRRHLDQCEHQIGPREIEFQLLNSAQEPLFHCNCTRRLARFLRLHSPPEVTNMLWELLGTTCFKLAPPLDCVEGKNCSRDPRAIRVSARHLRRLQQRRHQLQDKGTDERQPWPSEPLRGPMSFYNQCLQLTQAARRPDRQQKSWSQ
ADAM10 inh – ADAM10 inhibition, QFRET primary screen; inhibition, % at 7 µM; AID 720582; O14672; recombinant ADAM10, EDANS/DABCYL FRET peptide cleavage, 3 h; 370,000 compounds, 0.62% hits;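 active = inhibition above a per-campaign cutoff equal to the mean of compounds falling between control-based bounds plus 3 SD, cut at about 20% in these data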;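 note: 0% = DMSO wells while the 100% control is not disclosed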
Target sequence (O14672 214-748 limits assumed): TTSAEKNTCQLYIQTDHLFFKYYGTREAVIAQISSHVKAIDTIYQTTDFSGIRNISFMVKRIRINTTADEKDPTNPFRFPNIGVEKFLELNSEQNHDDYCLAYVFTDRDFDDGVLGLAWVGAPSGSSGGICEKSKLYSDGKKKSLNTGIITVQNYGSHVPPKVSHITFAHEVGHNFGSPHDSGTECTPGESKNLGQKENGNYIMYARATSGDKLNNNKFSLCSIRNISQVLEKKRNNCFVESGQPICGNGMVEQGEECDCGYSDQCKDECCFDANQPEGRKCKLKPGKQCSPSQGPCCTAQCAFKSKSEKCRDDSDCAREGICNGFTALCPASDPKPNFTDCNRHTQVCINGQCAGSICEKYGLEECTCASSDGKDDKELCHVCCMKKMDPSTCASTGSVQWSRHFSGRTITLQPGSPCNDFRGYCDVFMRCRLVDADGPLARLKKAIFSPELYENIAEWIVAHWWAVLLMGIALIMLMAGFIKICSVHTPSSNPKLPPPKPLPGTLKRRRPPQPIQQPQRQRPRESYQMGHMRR
ARFGAP1 inhibitor – inhibits rat ARF GTPase activating protein 1. 360,000 compounds, 0.26% hits. inhibition, % at 16.5 µM. Arfgap1-stimulated ARF1 GTP hydrolysis, GDP FP detection;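 active = inhibition above a per-plate limit, mean inhibition of low control wells plus 3 SD, cut at about 25% in these data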;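 note: 0% = DMSO wells with enzyme and 100% = wells lacking Arfgap1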
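Replicates: Single well per compound | Assay system: Truncated rat Arfgap1 GAP domain | Control set: No-Arfgap1 wells (100%) versus DMSO full-reaction wells (0%) | Times: Enzyme reaction 120 min at 25 °C after 20 min preincubation | Reagent: Human ARF1(Δ1-17)-GTP substrate | Measured by: Tracer-displacement fluorescence polarization with EDTA stop, 620/688 nm | Measure: Percent inhibition of Arfgap1-stimulated GTP hydrolysis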
NPR1 activator – GC-A (human) enzyme activation. P16066. HEK293 GC-A cells, cGMP TR-FRET, EC30 ANP; 0% at EC30 ANP, 100% saturating ANP. activation, % at 10 µM. 370,000 compounds, 0.14% hits. AID 1671463; in the data active = activation above about 40%
* hit, by the source's call.

What do the screens show for `Cc1ccc(CN2CC(C(=O)Nc3ccccc3N3CCCC3)CC2=O)cc1` (configuration not stated)?
GC-B act: -2; proKLK7 act: 0.4; Tn6 DDE FP: 2; rCAG binder: -6; FXN GAA850 act: 1.3; ASAP1 GAP inh: 13; sPLA2-III inh: -8; ADAM10 inh: 4; ARFGAP1 inhibitor: 17; NPR1 activator: -3

How did Cc1ccc(C2=NN3C(C2)c2ccccc2OC32C(=O)Nc3ccccc32)cc1 (configuration not stated) do in these assays?
GC-B act: -9; proKLK7 act: -1.1; Tn6 DDE FP: -9; rCAG binder: 24; FXN GAA850 act: 1.3; ASAP1 GAP inh: 3; sPLA2-III inh: -13; ADAM10 inh: 12; ARFGAP1 inhibitor: 3; NPR1 activator: -2

How did Cc1ccccc1-c1cnc(C(O)c2c(C)cccc2C)[nH]1 (configuration not stated) do in these assays?
GC-B act: 4; proKLK7 act: 0.1; Tn6 DDE FP: 7; rCAG binder: 1; FXN GAA850 act: -1.4; ASAP1 GAP inh: 3; sPLA2-III inh: 3; ADAM10 inh: 3; ARFGAP1 inhibitor: -12; NPR1 activator: 1

How did CC(Oc1ccc([N+](=O)[O-])cc1)C(=O)NCC1CCCO1 (configuration not stated) do in these assays?
GC-B act: 7; proKLK7 act: -0.1; Tn6 DDE FP: -6; rCAG binder: 1; FXN GAA850 act: -0.3; ASAP1 GAP inh: -5; sPLA2-III inh: 8; ADAM10 inh: 6; ARFGAP1 inhibitor: 3; NPR1 activator: 1

Results for CCNC(=O)CC1C(=O)N(c2ccc(F)cc2)C(=O)N1Cc1ccc(OC)cc1 (configuration not stated) ?
GC-B act: 10; proKLK7 act: -0.2; Tn6 DDE FP: 3; rCAG binder: -2; FXN GAA850 act: 0.1; ASAP1 GAP inh: 9; sPLA2-III inh: 2; ADAM10 inh: -1; ARFGAP1 inhibitor: -3; NPR1 activator: 3

Results for COc1ccc(/C(N)=N/OC(=O)Cc2ccc(C)cc2)cc1OC ?
GC-B act: 6; proKLK7 act: 0.3; Tn6 DDE FP: -5; rCAG binder: -4; FXN GAA850 act: 4.7; ASAP1 GAP inh: -6; sPLA2-III inh: -7; ADAM10 inh: 9; ARFGAP1 inhibitor: 2; NPR1 activator: 2

What do the screens show for `COc1ccc(CSc2nnc(SCC(=O)Nc3ccc4c(c3)OCO4)s2)cc1`?
GC-B act: -6; proKLK7 act: 0.0; Tn6 DDE FP: -2; rCAG binder: 6; sPLA2-III inh: -22; ADAM10 inh: 9; NPR1 activator: 1

What do the screens show for `O=c1cc(-c2ccccc2)nc2cc(-c3ccc(Br)cc3)[nH]n12`?
GC-B act: -2; proKLK7 act: -1.1; Tn6 DDE FP: 0; rCAG binder: 10; FXN GAA850 act: 3.6; ASAP1 GAP inh: -22; sPLA2-III inh: 1; ADAM10 inh: -7; ARFGAP1 inhibitor: 0; NPR1 activator: 4

How did O=C(c1cc2ccccc2oc1=O)N1CCCN(C(=O)c2cc3ccccc3oc2=O)CC1 do in these assays?
GC-B act: 0; proKLK7 act: -0.1; Tn6 DDE FP: -1; rCAG binder: -2; FXN GAA850 act: 0.9; ASAP1 GAP inh: 3; sPLA2-III inh: 2; ADAM10 inh: -31; ARFGAP1 inhibitor: 4; NPR1 activator: 0

How did CC(C)=C(c1ccc(Cl)cc1)c1c(N)ncnc1N do in these assays?
GC-B act: 0; proKLK7 act: 0.4; Tn6 DDE FP: 6; rCAG binder: 1; FXN GAA850 act: -1.3; ASAP1 GAP inh: -18; sPLA2-III inh: 3; ADAM10 inh: -11; ARFGAP1 inhibitor: -14; NPR1 activator: 3

Results for Cc1ccc(S(=O)(=O)N2[C@@H](c3cccc(Cl)c3)C(C(=O)O)=CC[C@H]2c2ccc(Cl)c(Cl)c2)cc1 ?
GC-B act: 1; proKLK7 act: 0.5; Tn6 DDE FP: -2; rCAG binder: 25; FXN GAA850 act: 1.2; ASAP1 GAP inh: -28; sPLA2-III inh: -4; ADAM10 inh: 3; ARFGAP1 inhibitor: -29; NPR1 activator: -1

What do the screens show for `COc1cc(C(=O)NCC(=O)N/N=C(/C)c2ccc3c(c2)CCCC3)cc(OC)c1OC`?
GC-B act: 4; proKLK7 act: -0.1; Tn6 DDE FP: 1; rCAG binder: -2; FXN GAA850 act: 3.0; ASAP1 GAP inh: 5; sPLA2-III inh: 7; ADAM10 inh: -7; ARFGAP1 inhibitor: -4; NPR1 activator: -3

Results for COc1cc2c(cc1OC)C(C)N(S(=O)(=O)c1cccs1)CC2 (configuration not stated) ?
GC-B act: 0; proKLK7 act: 0.1; Tn6 DDE FP: -2; rCAG binder: 2; FXN GAA850 act: 2.0; ASAP1 GAP inh: -9; sPLA2-III inh: -3; ADAM10 inh: 6; ARFGAP1 inhibitor: -5; NPR1 activator: -1

What do the screens show for `COC(=O)c1ccc(NS(=O)(=O)c2ccc(-c3cc(C)no3)s2)cc1`?
GC-B act: 4; proKLK7 act: -0.5; Tn6 DDE FP: -2; rCAG binder: 24; FXN GAA850 act: 0.5; ASAP1 GAP inh: 0; sPLA2-III inh: -25; ADAM10 inh: 1; ARFGAP1 inhibitor: -7; NPR1 activator: 10

How did Cc1ccccc1NC1=CC(=O)CC(C)(C)C1 do in these assays?
GC-B act: -1; proKLK7 act: -0.3; Tn6 DDE FP: 12; rCAG binder: -3; FXN GAA850 act: 0.9; ASAP1 GAP inh: 5; sPLA2-III inh: 2; ADAM10 inh: 1; ARFGAP1 inhibitor: -2; NPR1 activator: 1

How did COc1ccc(OCC(=O)NNC(=O)c2cc3ccccc3o2)cc1 do in these assays?
GC-B act: 3; proKLK7 act: -0.1; Tn6 DDE FP: 0; rCAG binder: 0; FXN GAA850 act: 0.7; ASAP1 GAP inh: 17; sPLA2-III inh: -6; ADAM10 inh: 2; ARFGAP1 inhibitor: -5; NPR1 activator: -4

Results for Cc1cccc(OCCn2c(CCCO)nc3ccccc32)c1 ?
GC-B act: -2; proKLK7 act: 0.0; Tn6 DDE FP: 0; rCAG binder: -9; FXN GAA850 act: 2.5; ASAP1 GAP inh: 4; sPLA2-III inh: -4; ADAM10 inh: -5; ARFGAP1 inhibitor: 4; NPR1 activator: -5

Results for COC(=O)c1cc2c(c3c4cc(C)ccc4n(S(=O)(=O)c4ccc(C)cc4)c13)C(=O)N(Cc1ccc(C(F)(F)F)cc1)C2 ?
GC-B act: 0; proKLK7 act: 0.3; Tn6 DDE FP: 8; rCAG binder: 17; ASAP1 GAP inh: 1; sPLA2-III inh: 6; ADAM10 inh: 1; ARFGAP1 inhibitor: -23; NPR1 activator: -1

Results for COc1ccc(C(=O)N[C@H](C(=O)NCCCSc2ccccc2)C(C)C)cc1 ?
GC-B act: -4; proKLK7 act: 0.6; Tn6 DDE FP: 7; rCAG binder: -1; FXN GAA850 act: -2.2; ASAP1 GAP inh: 5; sPLA2-III inh: -16; ADAM10 inh: -5; ARFGAP1 inhibitor: 0; NPR1 activator: 1

How did CC1(C)CC(=O)C=C(NCCc2ccc(S(N)(=O)=O)cc2)C1 do in these assays?
GC-B act: 2; proKLK7 act: -0.1; Tn6 DDE FP: 2; rCAG binder: 1; FXN GAA850 act: -0.1; ASAP1 GAP inh: -14; sPLA2-III inh: 8; ADAM10 inh: 4; ARFGAP1 inhibitor: 0; NPR1 activator: 5

What do the screens show for `CCCCOC(=O)CCc1c(C)[nH]c(=S)[nH]c1=O`?
GC-B act: -8; proKLK7 act: 0.3; Tn6 DDE FP: -7; rCAG binder: 4; FXN GAA850 act: -1.4; ASAP1 GAP inh: -2; sPLA2-III inh: 5; ADAM10 inh: -9; ARFGAP1 inhibitor: 0; NPR1 activator: -6

What do the screens show for `COc1ccc(C(=O)NNC(=O)c2ccccc2[N+](=O)[O-])cc1`?
GC-B act: 1; proKLK7 act: -0.2; Tn6 DDE FP: 4; rCAG binder: 3; FXN GAA850 act: 5.0; ASAP1 GAP inh: -11; sPLA2-III inh: 3; ADAM10 inh: -4; ARFGAP1 inhibitor: -4; NPR1 activator: 1

How did Cc1ccc(C(c2nnnn2CC2CCCO2)N2CCN(C)CC2)cc1 (configuration not stated) do in these assays?
GC-B act: -4; proKLK7 act: 0.0; Tn6 DDE FP: 10; rCAG binder: -2; FXN GAA850 act: -0.1; ASAP1 GAP inh: 2; sPLA2-III inh: 4; ADAM10 inh: -6; ARFGAP1 inhibitor: 8; NPR1 activator: -1

Results for Cc1c(NC(=O)C(C)N2C(=O)C3C4C=CC(C4)C3C2=O)c(=O)n(-c2ccccc2)n1C (configuration not stated) ?
GC-B act: -6; proKLK7 act: -0.1; Tn6 DDE FP: 9; rCAG binder: -1; FXN GAA850 act: -0.3; ASAP1 GAP inh: -6; sPLA2-III inh: 1; ADAM10 inh: -8; ARFGAP1 inhibitor: 5; NPR1 activator: 0

How did Cc1nn(-c2ccccc2)nc1CNC(=O)C1CCC1 do in these assays?
GC-B act: 5; proKLK7 act: 0.3; Tn6 DDE FP: 9; rCAG binder: 0; FXN GAA850 act: 0.7; ASAP1 GAP inh: 4; sPLA2-III inh: -4; ADAM10 inh: 1; ARFGAP1 inhibitor: 3; NPR1 activator: 2

What do the screens show for `c1ccc2cc(OCCN3CCCC3)ccc2c1`?
GC-B act: -3; proKLK7 act: -0.3; Tn6 DDE FP: -3; rCAG binder: -1; FXN GAA850 act: 0.9; ASAP1 GAP inh: 2; sPLA2-III inh: 8; ADAM10 inh: 2; ARFGAP1 inhibitor: 7; NPR1 activator: 0

Results for O=C(NCc1ccccn1)[C@@H]1CCCN1C(=O)[C@@H]1CCCN1C(=O)c1cccc2ccccc12 ?
GC-B act: 2; proKLK7 act: -0.9; Tn6 DDE FP: 1; rCAG binder: -1; ASAP1 GAP inh: 4; sPLA2-III inh: 11; ADAM10 inh: -15; ARFGAP1 inhibitor: -2; NPR1 activator: -2

How did CN1CCN(C(=O)CCN2C(=O)S/C(=C/c3ccc(Cl)cc3)C2=O)CC1 do in these assays?
GC-B act: 3; proKLK7 act: -0.4; Tn6 DDE FP: -4; rCAG binder: 1; FXN GAA850 act: -0.8; ASAP1 GAP inh: 9; sPLA2-III inh: -1; ADAM10 inh: -8; ARFGAP1 inhibitor: -7; NPR1 activator: 1

Results for O=C(O)c1ccc(NC(=O)C2CCN(S(=O)(=O)c3ccc4c(c3)OCCO4)CC2)cc1 ?
GC-B act: 1; proKLK7 act: 0.0; Tn6 DDE FP: -5; rCAG binder: 5; FXN GAA850 act: 1.9; ASAP1 GAP inh: -15; sPLA2-III inh: 8; ADAM10 inh: -7; ARFGAP1 inhibitor: 6; NPR1 activator: 3

Results for CC(C)c1ccc(S(=O)(=O)N2CCN(C(=O)C3CCCC3)CC2)cc1 ?
GC-B act: 3; proKLK7 act: -0.3; Tn6 DDE FP: -1; rCAG binder: -1; FXN GAA850 act: -1.0; ASAP1 GAP inh: 5; sPLA2-III inh: 7; ADAM10 inh: -3; ARFGAP1 inhibitor: 1; NPR1 activator: 0

Not a hit list; overall some 4.5% were active at least once.
